Source: PubChem BioAssay
BCR signal inh = qHTS Assay to Find Inhibitors of Chronic Active B-Cell Receptor Signaling. Potency, µM (highest dose often 46.1 µM), for inactives: at the top dose ratio change, negative = lower green/red ratio, hits mostly inhibitors. actives 0.05% (n = 340,000). ABC-DLBCL IkBa-CBG/CBR reporter, luminescence ratio, 4 h. AID 493014, 2011; active means well fitted inhibition curve with a large enough effect in the signal ratio, with a control signal flat, not every such curve was filed as active; inconclusive means small, poorly fitted or top-dose-only effect, or effect the other way, or a change in a side signal; the % refers to the signal ratio;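 further: potency means the concentration at half of the fitted maximal effect; plate controls were basal doxycycline-induced cells for no effect and cells given 10 µM MG132 for full effect; MG132 reads +100%, hits lower the ratio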
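Compounds up to 46 uM were incubated four hours with TMD8 cells whose green CBG68 luciferase is fused to IkappaBalpha; red CBR luminescence normalised the signal, and concentration-effect curves were fitted to fusion, red and ratio data.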
PKM2 activator = qHTS Assay for Activators of Human Muscle isoform 2 Pyruvate Kinase. Pyruvate kinase PKM (Homo sapiens), P14618. purified PKM2, Kinase-Glo ATP luminescence, activation; response scale: 0% is enzyme alone, no compound. Potency, µM (series often up to 57.5 µM), for inactives: at the top dose activation, usual class: activators. actives 0.34% (n = 260,000). AID 1631, 2009; further: potency means the concentration at half of the fitted maximal effect; nearly all actives have a fitted effect of over 55% in size
Target sequence (P14618 whole entry, looked up, canonical isoform): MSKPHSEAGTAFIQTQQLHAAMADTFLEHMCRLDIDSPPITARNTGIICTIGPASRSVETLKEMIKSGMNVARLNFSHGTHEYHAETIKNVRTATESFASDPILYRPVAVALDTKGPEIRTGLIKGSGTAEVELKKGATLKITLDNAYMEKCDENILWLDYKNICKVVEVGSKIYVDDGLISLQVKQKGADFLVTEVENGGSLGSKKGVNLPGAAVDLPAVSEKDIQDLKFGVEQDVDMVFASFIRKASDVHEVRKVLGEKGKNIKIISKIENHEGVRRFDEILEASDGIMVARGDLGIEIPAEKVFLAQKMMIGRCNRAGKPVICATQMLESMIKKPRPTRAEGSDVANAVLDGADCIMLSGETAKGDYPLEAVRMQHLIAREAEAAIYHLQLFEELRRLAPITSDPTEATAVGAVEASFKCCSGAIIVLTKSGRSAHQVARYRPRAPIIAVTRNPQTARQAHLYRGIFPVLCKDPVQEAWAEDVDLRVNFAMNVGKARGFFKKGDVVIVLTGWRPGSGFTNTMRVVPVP
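hPK-M2, >95% pure; 0.1 mM ADP / 0.5 mM PEP final; imidazole pH7.2 buffer w/ 7 mM MgCl2, 50 mM KCl; 1 h RT; Kinase-Glo lum. Intermediate enzyme activity for dual inhibitor/activator qHTS.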
B2AR arrestin = qHTS assay of beta-arrestin-biased ligands of beta2-adrenergic receptor; beta-arrestin recruitment to beta2AR, cell-based reporter; Potency, µM (top dose mostly 46.1 µM), for the others: at the highest dose activation, actives largely listed as activators; Beta-2 adrenergic receptor (Homo sapiens), P07550; actives 0.02% (n = 330,000); AID 492947, 2010;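 further: potency means the concentration at half of the fitted maximal effect; 0% = DMSO controls and full agonism = EC100 isoproterenol or metaproterenol; nearly all actives have a fitted effect of over 65% in size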
Target sequence (P07550 whole entry, looked up): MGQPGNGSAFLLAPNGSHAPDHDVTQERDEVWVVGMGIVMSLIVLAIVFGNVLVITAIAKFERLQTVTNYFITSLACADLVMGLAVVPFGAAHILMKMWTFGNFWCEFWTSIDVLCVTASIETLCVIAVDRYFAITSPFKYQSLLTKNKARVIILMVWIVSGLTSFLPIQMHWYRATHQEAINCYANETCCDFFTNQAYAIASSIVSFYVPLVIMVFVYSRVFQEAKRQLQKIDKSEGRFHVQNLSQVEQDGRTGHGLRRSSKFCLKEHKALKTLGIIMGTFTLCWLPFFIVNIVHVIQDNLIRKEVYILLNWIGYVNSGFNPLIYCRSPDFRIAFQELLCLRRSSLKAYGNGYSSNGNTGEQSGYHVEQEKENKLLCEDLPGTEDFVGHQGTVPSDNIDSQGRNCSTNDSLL
Coupling enz = qHTS Assay for Inhibitors of Fructose-1,6-bisphosphate Aldolase from Giardia Lamblia: Coupling assay counterscreen; actives 0.67% (n = 290,000); coupling enzyme system counterscreen, AmpLite Red fluorescence; activity change, negative = inhibition, % at 58.2 µM, hits read low; in the data active means activity change below about -30%
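Counterscreen of the coupled detection system alone, without aldolase: glyceraldehyde-3-phosphate coupling enzymes plus AmpLite Red readout. Compounds at 57.5 uM final, 10 min RT preincubation, 20 min RT reaction, fluorescence 525/598 nm.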
hERG WT inh = qHTS for Inhibitors of KCHN2 3.1: Wildtype qHTS | actives 0.37% (n = 340,000) | U2OS, BacMam KCNH2, thallium flux FluxOr; hits give low values | activity change, % at 1.84 µM;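 active means maximum activity change below -70%; inconclusive means maximum activity change between -70% and -50%; inactive means maximum activity change above -50%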
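U2OS cells transduced with wild-type KCNH2 virus are loaded with FluxOr dye for 45 min, and thallium flux is measured in kinetic reads before and after stimulation buffer. Rate constants are normalized to DMSO controls.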
GALK inh = qHTS Assay for Inhibitors of Human Galactokinase (GALK) | actives 0.007% (n = 270,000) | Purified GALK, Kinase-Glo residual ATP luminescence | Potency, µM (doses to about 57.5 µM), inactives show at the top dose activity change, negative = inhibition, actives largely listed as inhibitors | P51570; further: potency means the concentration at half of the fitted maximal effect
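Quantitative HTS: GALK 5 nM, ATP 35 uM, galactose 100 uM, 1 h room temperature, then luciferase-based ATP detection.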
Giardia killer = Small Molecules that selectively kill Giardia lamblia: qHTS; actives 0.15% (n = 340,000); activity change, % at 7.66 µM, hits read low; Giardia lamblia trophozoite viability; in the data active means activity change below about -80%; inconclusive means between about -30% and that limit;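 further: parasites exposed to compound for two days anaerobically before the ATP read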
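Trophozoites 100 cells/well + cpd; 48 hrs, 37 deg C, anaerobic. ATPLite 1-Step added, 15-30 min RT, luminescence read (ATP-based viability).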
USP2a block = qHTS Assay for Inhibitors of Ubiquitin-specific Protease USP2a Using CHOP2 as the Reporter; Ubiquitin carboxyl-terminal hydrolase 2 (Homo sapiens), O75604; USP2 core, Ub-CHOP2 coupled fluorogenic reporter, 485/531; Potency, µM (highest dose often 38.3 µM), for the others: at the highest dose activity change, negative = inhibition, actives largely listed as inhibitors; actives 0.01% (n = 330,000);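 further: potency means the concentration at half of the fitted maximal effect; plate controls were DMSO wells for no effect and full inhibition by NEM control for full effect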
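USP2 core (10nM final) preincubated 30min RT with compound in 20mM Tris-HCl pH 8.0, 2mM CaCl2, 2mM beta-mercaptoethanol, 0.05% CHAPS; 25nM Ub-CHOP2 plus 25nM reporter substrate added, fluorescence (Ex485/Em531) read after 60min.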
KCNH2 3.1 inh = qHTS for Inhibitors of KCHN2 3.1: Mutant qHTS. U2OS KCNH2 3.1, thallium flux FluxOr; hits give low values. activity change, % (tested at about 1.8 µM). actives 0.95% (n = 340,000). AID 720553, 2013;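 active means maximum activity change below -70%; inconclusive means maximum activity change from -70% to -50%; inactive means maximum activity change above -50%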;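 further: thallium influx rate constant from kinetic fluorescence after stimulation buffer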
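Channel expression came from 3.1 mutant virus (1.77 x 10^8 /mL) applied to suspended U2OS cells for 4 h. Flux was tracked with FluxOr dye plus Red40 quencher, and kinetic rate constants normalized to controls.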
uPA generation = qHTS for Inhibitors of Cell Surface uPA Generation | cell surface uPA generation assay, qHTS | Potency, µM (highest dose often 38.3 µM), for inactives: at the top dose activity change, negative = inhibition, usual class: inhibitors | actives 0.31% (n = 330,000); active means well fitted inhibition curve with a large enough effect; inconclusive means small, poorly fitted or top-dose-only effect; inactive means no such curve, though single readings can be large or run the other way; tested in mouse RAW 264.7 cells; further: potency means the concentration at half of the fitted maximal effect; nearly all actives have a fitted effect of over 55% in size
Eya2 phos inh = qHTS Assay for Inhibitors of the Phosphatase Activity of Eya2; recombinant Eya2, OMFP fluorescence dephosphorylation (OMFP is methylfluorescein phosphate); Potency, µM (titrated, usually from 76.9 µM), without a hit: top-dose activity, negative = inhibition, most hits filed as inhibitors; actives 0.006% (n = 330,000); AID 488837, 2010; further: potency means the concentration at half of the fitted maximal effect
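Eya2 (0.2 uM) preincubated 10 min at ambient with compound, then OMFP substrate added at 50 uM; 10 min reaction in 50 mM HEPES pH 7.5, 50 mM NaCl, 5 uM MgCl2, 0.05% BSA, 1 mM DTT. Fluorescence read at Ex 485/Em 525 nm.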
Starred values were filed as active, the others as inactive; ? = inconclusive; nt = no result given; & = joins results of further samples. Unless noted, the call rests on the fitted dose curve; in most records, active means well fitted curve in the direction sought with a large enough effect; inconclusive means small, poorly fitted or top-dose-only effect, or another doubt; inactive means no such curve, though single readings can be large; an effect the other way counts as inactive or inconclusive. Unless noted, on the % scale 0 is the no-effect control and ±100 the full control effect. Random draw from the library (roughly 2.4% active in at least one column).

# | canonical_smiles | Giardia killer | Eya2 phos inh | Coupling enz | BCR signal inh | hERG WT inh | B2AR arrestin | USP2a block | PKM2 activator | KCNH2 3.1 inh | GALK inh | uPA generation
1 | COCCNC(=O)C(c1ccc(O)cc1)N(Cc1ccccc1)C(=O)CCC(=O)Nc1ccccn1 (configuration not stated) | -0.7 | -10.6% | 3.4 | -1.5% | -34.4 | 0.4% | 0.5% | nt | -8.2 | -1.6% | 2.5%
2 | Cc1ncc2c(c1OC(=O)c1ccc([N+](=O)[O-])cc1)COC(C)(C)OC2 | 6.5 | -8.0% | nt | -19.3% | 18.4 | -0.2% | -0.5% | 2.2% | -0.5 | 0.4% | 4.3%
3 | COC(=O)C1=C(C)N(C)C(C)=C(C(=O)OC)C1c1ccccn1 | 3.5 | 15.0% | 0.5 | ? | 2.3 | -0.5% | 0.4% | -2.6% | 6.4 | 1.1% | -1.4%
4 | Cc1ccc(SCc2[nH]nc3c2C(c2ccco2)C(C#N)=C(N)O3)cc1 (configuration not stated) | -7.7 | -6.1% | 1.0 | -4.7% | 0.7 | -0.5% | 2.5% | 10.2% | 4.7 | -0.2% | -23.5%
5 | CCOc1ccc(-c2n[nH]c(C)c2Oc2ccc(OC)cc2)c(O)c1 | 12.1 | -20.4% | -13.7 | -1.9% | 1.3 | -0.9% | -5.7% | -3.2% | -9.2 | -3.1% | 2.1%
6 | COc1cc2c(cc1OC)C(C)N(S(=O)(=O)c1cn(C)c(C)n1)CC2 (configuration not stated) | 6.9 | -28.2% | 2.3 | -12.8% | -14.2 | -0.1% | 3.2% | -10.8% | 11.6 | 0.6% | -2.6%
7 | COc1ccc(CCC(=O)OCC(=O)Nc2ccccc2)cc1 | 8.8 | 0.6% | -1.9 | -37.2% | 0.9 | 0.0% | -1.0% | 0.1% | 19.1 | -1.8% | 5.2%
8 | COc1ccc(Cn2c(=S)[nH]c3cc(OC)c(OC)cc3c2=O)cc1 | 6.6 | 6.2% | 1.4 | -1.5% | -3.6 | 0.0% | -0.8% | 2.5% | 3.0 | -3.0% | -12.3%
9 | CCCN1C(=O)SC(CC(=O)Nc2cccc3ccccc23)C1=O (configuration not stated) | -16.8 | 5.9% | -6.9 | -0.7% | -3.6 | 3.1% | 0.9% | 6.0% | -5.0 | 0.0% | -3.7%
10 | Cc1ccc(N(C(=O)CCC(=O)Nc2cc(C)on2)C(C(=O)NC2CCCC2)c2cccs2)cc1 (configuration not stated) | -5.0 | -7.6% | 2.1 | -10.6% | -3.3 | 0.0% | 2.1% | 5.1% | -4.4 | -0.1% | -1.6%
11 | Cc1nn(C(C)C(=O)NCCN2CCCCCC2)c(=O)c2nn(-c3ccccc3)c(C)c12 (configuration not stated) | 9.1 | -6.8% | nt | 0.6% | 23.9 | -0.1% | -4.4% | nt | 11.6 | 4.1% | 2.3%
12 | CCn1c(SCC(=O)N(C)CC(=O)Nc2ccc(F)c(F)c2F)nnc1-c1ccco1 | 6.3 | 0.2% | nt | -6.5% | 4.1 | -0.3% | 0.2% | -4.6% | nt | -3.3% | 5.9%
13 | Cc1ccc([N+](=O)[O-])cc1N/C=C/C(=O)c1ccco1 | -0.7 | -7.5% | -5.2 | 11.5% | -9.6 | 0.1% | -1.9% | 2.9% | 6.3 | -0.4% | ?
14 | CN1CCN(c2nc3c(c(=O)[nH]c(=O)n3C)n2CCSc2ncccn2)CC1 | nt | -7.8% | 5.2 | -1.5% | nt | -0.6% | 0.5% | -2.2% | nt | 4.9% | nt
15 | O=C(CCC(=O)N1CCCC1)Nc1ccc(Cl)c(Cl)c1 | 0.2 | 4.8% | -1.9 | 2.3% | 0.0 | 0.6% | 1.1% | 2.4% | -19.3 | -3.0% | -1.4%
16 | O=C(/C=C/c1ccc(Br)cc1)c1ccco1 | 0.8 | 4.3% | 1.8 | ? | -5.6 | -1.4% | 2.9% | -3.2% | -12.8 | 1.3% | -0.4%
17 | CCCCc1cc(=O)oc2cc(OC3CCCCC3=O)ccc12 (configuration not stated) | 6.0 | -17.3% | 4.2 | -0.5% | 2.6 | 3.1% | -0.8% | nt | -9.6 | 4.0% | -3.3%
18 | CCOc1ccc(NC(=O)CC2C(=O)N(c3ccc(OC)cc3)C(=O)N2CCc2cccs2)cc1 (configuration not stated) | -2.0 | -4.7% | -1.3 | -1.2% | 2.6 | -0.8% | -1.6% | -0.1% | 11.5 | 0.5% | -3.1%
19 | C=CCN1C(=O)C(Cc2ccccc2)SC1=Nc1ccc(C(=O)O)cc1 (configuration not stated) | -27.9 | 12.8% | 29.5 | 13.9% | -5.2 | -0.5% | 2.9% | -10.0% | 0.6 | -5.1% | -4.1%
20 | Cc1ccc2[nH]c(=O)c(-c3nc4ccccn4c3NCc3ccco3)cc2c1 | 9.2 | 0.2% | -0.3 | 29.6% | 43.2 | 2.9% | -3.7% | -2.5% | 4.2 | 1.0% | nt
21 | CN(C)c1ccc(C(CNC(=O)c2ccc(F)cc2)c2c[nH]c3ccccc23)cc1 (configuration not stated) | -10.7 | 0.2% | -4.1 | 0.0% | 15.4 | 0.1% | -8.0% | 2.2% | -31.0 | 0.1% | 2.6%
22 | S=C(NC1CCCCC1)N(CCc1nc2ccccc2[nH]1)C1CCCC1 | 3.3 | -12.6% | 0.5 | ? | -5.0 | -0.3% | 2.8% | 6.1% | -4.4 | -0.4% | -6.5%
23 | CC(=O)c1ccc(NC(=O)CN2C(=O)COc3ccc(Cl)cc32)cc1 | 16.4 | -11.2% | 4.8 | -1.3% | -5.7 | -0.1% | 2.7% | -22.7% | 1.8 | 0.0% | -1.9%
24 | COc1ccccc1OCC(=O)Nc1ccc(S(=O)(=O)N(C)c2ccccc2)cc1 | 4.9 | 5.8% | -0.2 | -1.9% | -6.6 | -0.6% | -3.5% | 23.4% | 20.8 | -5.1% | -0.5%
25 | Cn1cc(CN2CCCC(CO)(Cc3cccc(Cl)c3)C2)cn1 (configuration not stated) | -15.0 | 0.5% | 2.7 | -18.7% | 7.1 | -0.5% | 3.5% | 6.1% | -1.4 | 0.3% | 2.4%
26 | Cc1cc(S(=O)(=O)N2CCOCC2)ccc1OCC(=O)Nc1ccc(F)cc1 | 0.0 | 4.8% | -0.1 | 1.3% | -5.5 | -2.1% | 4.1% | 7.5% | 3.3 | 14.4% | 3.3%
27 | O=C(Oc1ccc([N+](=O)[O-])cc1)C1CC(=O)N(c2ccc3c(c2)OCCO3)C1 (configuration not stated) | -6.4 | -3.4% | nt | 0.6% | -13.5 | -0.2% | 4.0% | nt | 9.6 | nt | -15.3%
28 | COc1ccccc1CC(Cc1nc2ccccc2[nH]1)c1nc2ccccc2[nH]1 (configuration not stated) | 8.1 | 5.6% | -5.7&-4.2 | -3.1% | 9.3 | -1.2% | 0.2% | -14.7% | -4.9 | 0.7% | 7.9%
29 | Cn1cc(/C=N\NC(=O)C2COc3ccccc3O2)c2ccccc21 (configuration not stated) | nt | -1.0% | 7.9 | ? | nt | 2.3% | 0.8% | 5.4% | nt | 2.1% | nt
30 | Cc1ccc(N2CC(C(=O)Nc3ccc(N(C)C)cc3)CC2=O)cc1C (configuration not stated) | -9.5 | -0.9% | -7.2 | 1.9% | 0.1 | -0.5% | 2.0% | -5.1% | -10.0 | -0.9% | -3.0%
31 | CSc1ncccc1C(=O)Nc1ccc(S(=O)(=O)NC2=NCCCCC2)cc1 | 14.8 | -10.8% | -3.8 | -3.2% | 4.2 | -0.2% | -0.7% | 2.4% | 6.3 | -1.1% | 0.6%
32 | CC1CC1C(=O)Nc1nc2ccc(S(C)(=O)=O)cc2s1 (configuration not stated) | -1.7 | -4.4% | 1.5 | ? | -7.9 | -0.7% | 0.5% | -5.0% | -6.5 | 1.0% | -5.6%

Entries of single compounds, quoted from the list. Order of screens: Giardia killer	Eya2 phos inh	Coupling enz	BCR signal inh	hERG WT inh	B2AR arrestin	USP2a block	PKM2 activator	KCNH2 3.1 inh	GALK inh	uPA generation
CCOc1ccc(-c2n[nH]c(C)c2Oc2ccc(OC)cc2)c(O)c1 is listed as 12.1	-20.4%	-13.7	-1.9%	1.3	-0.9%	-5.7%	-3.2%	-9.2	-3.1%	2.1%
Cn1cc(CN2CCCC(CO)(Cc3cccc(Cl)c3)C2)cn1 (configuration not stated) is listed as -15.0	0.5%	2.7	-18.7%	7.1	-0.5%	3.5%	6.1%	-1.4	0.3%	2.4%
